# Screens (PubChem BioAssay)
# GALK inhibitor – galactokinase (human) inhibition | Potency, µM (highest dose often 57.5 µM), for the others: top-dose activity change, negative = inhibition, most hits filed as inhibitors | Purified GALK, Kinase-Glo residual ATP luminescence | actives 0.007% (n = 270,000); also: potency is read from the fitted curve at half-maximal effect; % is scaled to controls: 0 for no effect and ±100 for the full control effect
# Target sequence (P51570 whole entry, looked up): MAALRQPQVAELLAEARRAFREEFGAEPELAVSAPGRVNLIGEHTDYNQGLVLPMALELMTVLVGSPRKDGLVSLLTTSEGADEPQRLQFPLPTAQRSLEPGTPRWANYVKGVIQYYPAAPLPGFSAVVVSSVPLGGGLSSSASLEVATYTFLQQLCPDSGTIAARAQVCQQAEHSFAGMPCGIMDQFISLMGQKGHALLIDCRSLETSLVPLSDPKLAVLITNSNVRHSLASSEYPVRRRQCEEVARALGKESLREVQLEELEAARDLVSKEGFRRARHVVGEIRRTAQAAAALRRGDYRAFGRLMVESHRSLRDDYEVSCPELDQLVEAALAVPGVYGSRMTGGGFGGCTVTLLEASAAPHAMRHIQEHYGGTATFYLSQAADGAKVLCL
#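 GALK at 5 nM final was combined with compound, 35 uM ATP and 100 uM galactose in HEPES pH8.0 with MgCl2 and DTT. The reaction ran one hour at room temperature before luminescent ATP detection.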
# BCR signal inh – chronic active BCR signaling inhibition; ABC-DLBCL IkBa-CBG/CBR reporter, luminescence ratio, 4 h; Potency, µM (top dose mostly 46.1 µM), without a hit: at the highest dose ratio change, negative = lower green/red ratio, usual class: inhibitors; actives 0.05% (n = 340,000); AID 493014; active = well fitted inhibition curve with a large enough effect in the signal ratio, with a control signal flat, not every such curve was filed as active; inconclusive = small, poorly fitted or top-dose-only effect, or effect the other way, or a change in a side signal; the % refers to the signal ratio;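 also: potency is read from the fitted curve at half-maximal effect; plate controls were basal doxycycline-induced cells for no effect and cells given 10 µM MG132 for full effect; MG132 reads +100%, hits lower the ratio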
#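 TMD8 ABC-DLBCL cells carrying doxycycline-inducible green luciferase fused to IkappaBalpha plus unfused red luciferase were exposed to compounds (up to 46 uM) for 4 hrs at 37C. Activity came from the overlap-corrected green/red luminescence ratio.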
# CXXC DNA block – blocks binding of human MLL CXXC domain to DNA; Q03164; MLL-CXXC / FITC-HOXA9 DNA fluorescence polarization; Potency, µM (doses to about 115 µM), inactives show at the top dose activity change, negative = inhibition, usual class: inhibitors; actives 0.037% (n = 290,000); active = well fitted inhibition curve with a large enough effect in the polarisation, with a control signal flat, not every such curve was filed as active; inconclusive = small, poorly fitted or top-dose-only effect, or effect the other way, or a change in a side signal; inactive = no such curve, though single readings can be large or run the other way; the % refers to the polarisation; also: potency is read from the fitted curve at half-maximal effect
#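 Fluorescence polarization: 7 uM MLL-CXXC (stock) preincubated 5 min with compounds, then 50 nM fluorescein-HOX-A9 DNA (stock) added; 30 min ambient. Buffer 50 mM Tris-HCl pH 7.5, 50 mM NaCl, 1 mM DTT, 0.05% BSA.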
# FBPA coupling cs – inhibits coupling enzyme system, counter-screen for aldolase hits. actives 0.67% (n = 290,000). activity change, negative = inhibition, % at 58.2 µM, hits read low. coupling enzyme system counterscreen, AmpLite Red fluorescence; in the data active = activity change below about -30%; also: % is scaled to controls: 0 for no effect and ±100 for the full control effect
#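 Activity here indicates interference with the coupling reaction, not aldolase inhibition. Compounds at 57.5 uM final met coupling enzymes for 10 min at RT; substrate and AmpLite Red detection followed, with a 525/598 nm fluorescence read after 20 min.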
# A-T KAP1 phos – potential ataxia-telangiectasia treatments restoring KAP-1 phosphorylation; actives 0.19% (n = 320,000); […] A-T fibroblasts, KAP-1 phosphorylation AlphaLISA; neocarzinostatin DNA damage 30 min before lysis; Potency, µM (titrated, usually from 57.5 µM), without a hit: at the highest dose activation, hits mostly activators; also: potency is read from the fitted curve at half-maximal effect; % of control where 0% means no effect; nearly all actives have a fitted effect of over 45% in size
#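 ATM-like activity read as KAP-1 phosphorylation via AlphaLISA donor/acceptor antibody pairs after lysis and 6 hr at 25C. Cells were ATM-null patient fibroblasts ([…], hTERT), dosed 60 min, then exposed to the DSB inducer NCS for 30 min.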
# KCNH2 WT inh – blocks the wildtype human KCNH2 potassium channel. Q12809. U2OS, BacMam KCNH2, thallium flux FluxOr; hits give low values. activity change, % at 1.84 µM. actives 0.37% (n = 340,000);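 active = maximum activity change below -70%; inconclusive = maximum activity change between -70% and -50%; inactive = maximum activity change above -50%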; also: % is scaled to controls: 0 for no effect and ±100 for the full control effect
#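 U2OS cells transduced with wild-type KCNH2 virus are loaded with FluxOr dye for 45 min, and thallium flux is measured in kinetic reads before and after stimulation buffer. Rate constants are normalized to DMSO controls.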
# TSHR antagonist – blocks TSH signaling through the human TSH receptor | P16473 | TSHR-expressing cells, TSH-stimulated cAMP HTRF, 2 h; hits give low values | activity change, negative = inhibition, % at 11.5 µM | actives 0.2% (n = 330,000) | AID 504810;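 active = activity change below a set negative limit, meaning inhibition stronger than a set level, cut at about -70% in these data; inconclusive = activity change between two set negative limits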; also: % is scaled to controls: 0 for no effect and ±100 for the full control effect
#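 Read-out is FRET at 665 nm (cryptate excitation 337 nm) from a cryptate-tagged anti-cAMP antibody, competed by cell cAMP against cAMP-d2. Compounds are tested on freshly harvested TSHR cells challenged with 4nM TSH (EC80) for 2 hours at 37 deg C.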
# Giardia kill – Giardia lamblia killing | activity change, % at 7.66 µM, hits read low | Giardia lamblia trophozoite viability | AID 540267 | actives 0.15% (n = 340,000); in the data active = activity change below about -80%; inconclusive = between about -30% and that limit;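 also: parasites exposed to compound for two days anaerobically before the ATP read; % is scaled to controls: 0 for no effect and ±100 for the full control effect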
#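 Each well holds 100 Giardia trophozoites and compound. After two days (48 hrs) at 37 deg C in anaerobic conditions, ATP is quantified by luminescence.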
# TCR activator – activates T cell receptor signaling; primary human leukocytes, anti-CD3, IL-2 HTRF, 48 h; Potency, µM (top dose mostly 9.22 µM), for the others: at the highest dose activation of IL-2 secretion, most hits filed as activators; 330,000 tested, under 10 active; AID 504894; also: % of control where 0% means no effect
#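 Primary human leukocytes incubated 48 hr with anti-CD3 beads plus compound, without co-stimulation. Secreted IL-2 measured by HTRF (europium cryptate/d2 anti-IL-2 pair, 320 nm excitation, 665 nm emission).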
# Tb PFK inh – blocks T. brucei phosphofructokinase; T. brucei PFK, ADP-Glo luminescence; Potency, µM (series often up to 57.5 µM), inactives show at the highest dose activity, negative = inhibition, most hits filed as inhibitors; actives 0.17% (n = 330,000); AID 485367;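 also: potency is read from the fitted curve at half-maximal effect; 0% = uninhibited 1x PFK enzyme wells and -100% = no-enzyme wells; nearly all actives have a fitted effect of over 60% in size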
# Target sequence (O15648 whole entry, looked up): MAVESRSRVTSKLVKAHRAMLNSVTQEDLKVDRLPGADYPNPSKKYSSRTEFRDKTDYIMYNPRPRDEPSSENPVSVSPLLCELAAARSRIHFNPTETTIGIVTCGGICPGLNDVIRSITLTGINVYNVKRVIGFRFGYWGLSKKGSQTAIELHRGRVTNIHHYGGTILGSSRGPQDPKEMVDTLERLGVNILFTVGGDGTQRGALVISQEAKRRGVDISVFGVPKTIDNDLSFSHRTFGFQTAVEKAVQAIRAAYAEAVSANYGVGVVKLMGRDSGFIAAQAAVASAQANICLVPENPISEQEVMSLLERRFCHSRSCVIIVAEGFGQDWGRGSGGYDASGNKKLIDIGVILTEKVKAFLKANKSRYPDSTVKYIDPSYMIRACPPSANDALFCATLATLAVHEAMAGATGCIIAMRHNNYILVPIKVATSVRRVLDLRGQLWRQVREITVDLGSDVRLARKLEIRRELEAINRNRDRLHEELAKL
#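 Compounds were pin-transferred as a titration series up to 57 uM into substrate buffer (0.5 mM F6P, 0.1 mM ATP, pH 8.0), then 1.25 nM PFK was added and reactions ran 45 min before ADP-Glo detection.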
# Active calls of the source: *; ? = inconclusive; . = no result given; [ ] = remark or other dose. Unless noted, calls follow the shape of the dose curve; as a rule, active = well fitted curve in the direction sought with a large enough effect; inconclusive = small, poorly fitted or top-dose-only effect, or another doubt; inactive = no such curve, though single readings can be large; an effect the other way counts as inactive or inconclusive. This is a random part of the collection; about 1.6% have a hit in one of these screens.
SMILES,GALK inhibitor,BCR signal inh,CXXC DNA block,FBPA coupling cs,A-T KAP1 phos,KCNH2 WT inh,TSHR antagonist,Giardia kill,TCR activator,Tb PFK inh
O=C1C(c2ccccc2)SC(=Nc2ccccc2)N1S(=O)(=O)c1ccccc1 (stereo not given),-3%,?,14%,4,-1%,7,12,39[activator],2%,-2%
CC(C)C[C@H](NC(=O)c1[nH]cnc1C(=O)N[C@@H](Cc1ccccc1)C(=O)OCc1ccccc1)C(=O)OC(C)(C)C,.,?,-1%,-11,3%,-3,3,-7,-3%,6%
CC(=O)c1cnc2c(-c3ccccc3)c(C)nn2c1C,3%,?,-4%,2,-1%,4,-1,-11,1%[46.1 µM],-2%
O=C1CC(N2CCCCCC2)C(=O)N1c1ccc(F)cc1 (stereo not given),7%,3%,8%,0,-3%,-1,-3,-3,-6%,?
Cc1ccc(Cl)cc1NC(=O)Nc1c(C)n(C)n(-c2ccccc2)c1=O,-4%,-1%,-1%,1,-8%,3,-9,-12,1%,10%
NC(=O)NCc1ccc(Cl)cc1,2%,-4%,-15%,1,6%,-21,1,12,.,-14%
Cc1ccc(Nc2nc(N)nc(CSc3nccn3C)n2)cc1,-3%,9%,-7%,4,1%,-1,4,-1,2%,1%
COCCOC(=O)C1=C(C)Nc2ncnn2C1c1ccccc1 (stereo not given),-4%,-5%,2%,-4,-3%,13,8,7,-3%,-6%
Cc1ccc(OCC(=O)Nc2ccc(S(=O)(=O)N3CCCCC3)cc2)c([N+](=O)[O-])n1,-2%,-4%,2%,-4,-2%,1,-10,?,0%,0%
O=[N+]([O-])c1cc(S(=O)(=O)c2ccc(N3CCCCC3)c([N+](=O)[O-])c2)ccc1N1CCCCC1,0%,1%,5%,1,-5%,-2,9,2,3%[46.1 µM],11%
O=C(NCC1CCCN(C2Cc3ccccc3C2)C1)c1cccs1 (stereo not given),0%,?,22%,.,-5%,8,30,-13,2%,1%
CC(C)(C)C(=O)C1=C(O)C(=O)N(c2ccccc2)C1c1ccccc1 (stereo not given),-5%,13%,-2%,-9,5%,-3,16,-8,7%,-4%
CCC(NC(=O)c1cc(COc2ccc(F)cc2Cl)on1)c1ccncc1 (stereo not given),5%,-10%,-12%,2,-6%,9,2,38[activator],-1%,-10%
O=C(NC1CCCC1)c1ccc(CN2CCOCC2)cc1,-3%,?,14%,-1,-2%,-4,20,-6,1%,-1%
Cc1oc(-c2ccccc2F)nc1CSCC(=O)NC1CCCC1,0%,3%,0%,-1,-2%,-11,-9,19,-10%,2%
CCc1ccc(N2C(=O)c3sc4nnc(-c5ccccc5)c(=O)n4c3C2=O)cc1,-2%,?,0%,1,3%,-13,4,-7,3%,0%
CN(CC(=O)Nc1ccc(F)c(F)c1F)C(=O)c1ccc2c(c1)S(=O)(=O)N=C1CCCCCN12,.,11%,.,.,-4%,-3,-3,26,-8%,1%
O=C(CCC1CCCN(Cc2ccc(O)c(Cl)c2)C1)NCc1ccccc1F (stereo not given),0%,?,-2%,1,-5%,22,1,27,1%,-6%
COc1ccccc1-c1nnc(SCC(=O)NNC(=O)c2ccccc2F)n1C,.,0%,.,.,-4%,-5,16,-1,8%,-7%
C#CCOCCOCCOCCNc1nc(N2CCN(C(=O)[C@H](CCC(=O)O)n3cc(C(N)CO)nn3)CC2)nc(N2CCN(C(=O)[C@H](Cc3cc4ccccc4[nH]3)n3cc(C(N)[C@H](C)CC)nn3)CC2)n1 (stereo not given in full),1%,1%,-2%,-1,2%,1,14,-10,-8%,1%
O=C(NCCCn1ccnc1)c1ccncc1,2%,?,1%,4,-2%,7,8,-8,-5%,-1%
CC(C)(C)c1ccc(/C=N/NC(=O)c2ccccn2)cc1,3%,?,-9%,1,-1%,1,-8,-5,-12%,-8%
CC1C=CCC2C(=O)N(c3ccc(OC(=O)c4ccco4)cc3)C(=O)C12 (stereo not given),-3%,4%,153%[activator],3,0%,1,-6,5,0%,2%
NC(=O)c1c(NC(=O)c2ccc(F)cc2Cl)sc2c1CCC2,-5%,-7%,-2%,-4,0%,-14,-6,18,2%,2%
Cc1nonc1C(=O)N1CCCC(N2CCN(c3ccc(F)cc3)CC2)C1 (stereo not given),-1%,-4%,19%,.,-1%,9,9,-15,-36%,-9%
CN(C)C(CNC(=O)c1cccc(C#N)c1)c1ccco1 (stereo not given),5%,?,2%,-1,-5%,5,6,-4,1%,-9%
CC(=O)c1cc2c(cc1NC(=O)CSc1nnc(C)s1)OCO2,0%,3%,0%,0,0%,-3,5,5,6%,-8%
COc1ccc(C(c2nnnn2Cc2ccc(F)cc2)N2CCN(c3ccc(OC)cc3)CC2)cc1 (stereo not given),0%,0%,-5%,-1,0%,0,-18,-2,0%,-4%
Cc1ccnc(NC(=O)CCC(=O)N(CC(=O)NCCc2ccccc2)c2ccc(F)cc2)c1,5%,-4%,6%,0,-6%,-12,4,-3,-3%,-5%
COc1cc(/C=C/C(=O)NNc2c(F)c(F)cc(F)c2F)ccc1OC(F)F,-1%,0%,-9%,-2,.,-1,-5,-24,2%,1%
Cc1ccc(N2CCCCn3c2nc2c3c(=O)[nH]c(=O)n2C)cc1,5%,0%,1%,4,?,-6,20,16,-2%,-5%
Oc1ccc(/C=N/Nc2ccnc3cc(Cl)ccc23)cc1O,-26%,5%,?,-8,-14%,17,3,-12,-1%,-5%
O=C(O)C(Cc1ccccc1-c1ccccc1)C(=O)O,5%,-1%,?,5,-9%,1,-5,-1,1%,5%
CN(CC(=O)Nc1ccc(F)cc1)C(=O)COC(=O)/C=C/c1cccs1,.,3%,.,.,-2%,-16,4,-6,-6%,2%
CCC(NC(=S)NCc1ccc(F)cc1)c1ccc(C)cc1 (stereo not given),-3%,?,-1%,-3,-3%,2,1,6,8%,1%
COC(=O)COC(=O)CC(CC(N)=O)c1ccccc1 (stereo not given),7%,-2%,-12%,1,5%,-2,-4,-10,1%,-1%
CSC1=NCCN1C(=O)c1cccc(Br)c1,0%,-5%,27%,1,3%,-34,6,7,-1%,0%
Cc1cccc(NS(=O)(=O)c2cnc[nH]2)c1,.,-3%,10%,0,-3%,1,5,-5,8%,0%
CCOc1ccc(-c2c(C(=O)N/N=C(\C)c3ccco3)nnn2-c2nonc2N)cc1,7%,-2%,3%,-10,5%,3,6,-5,-5%,-1%
COc1ccc(NC(=O)c2cc3ccccc3o2)cc1OC,-2%,1%,1%,-3,5%,-6,8,-8,.,-6%
Cn1cnc([N+](=O)[O-])c1SCC(O)CN1CCCCC1 (stereo not given),-2%,?,12%,2,-4%,-5,-6,-1,4%,6%
c1ccc(C2c3[nH]c4ccccc4c3CCN2Cc2cccn2-c2cccnc2)nc1 (stereo not given),-2%,-8%,1%,-12,2%,6,0,-2,2%,0%
O=C(Cn1c(Cc2ccccc2)nc2ccccc21)NCc1ccc2c(c1)OCO2,-3%,-7%,-5%,0,6%,5,-2,-3,0%[46.1 µM],10%
CC1(C)CC(=O)C=C(Nc2ccc(OCC(F)(F)C(F)F)cc2)C1,0%,?,2%,1,2%,7,-7,31[activator],-4%,-4%
C(#CC12CC3CC(CC(C3)C1)C2)CN1CCOCC1,0%,-23%,3%,-1,-8%,-103*,5,13,5%,-5%
Brc1ccc(CSc2nnc(-c3ccco3)o2)cc1,1%,?,-2%,-1,9%,-2,-6,-26,5%[46.1 µM],-16%
CCOc1ccccc1NC(=O)C1CCCN(S(=O)(=O)c2ccccc2)C1 (stereo not given),3%,?,1%,1,2%,3,-13,-2,-1%,0%
CCN(CC)S(=O)(=O)c1cccc(NC(=O)c2cccc(S(=O)(=O)N3CCCC3)c2)c1,.,-2%,.,.,-3%,18,-30,-5,-1%,0%
Cc1nnc(NC(=O)c2ccc(N3CCCC3=O)cc2)s1,.,12%,.,.,-3%,3,14,-20,-8%,-8%
CS(=O)(=O)c1ccc(-c2nnn(CC(=O)Nc3ccc4c(c3)OCCO4)n2)cc1,0%,?,-10%,1,10%,5,9,-8,0%,1%
O=C(NCc1cccs1)c1nc2c(nnn2Cc2ccccc2Cl)c(=O)[nH]1,0%,?,5%,11,3%,2,-13,-11,2%[46.1 µM],4%
CCOc1ccccc1N(C)C(=O)c1sc2ncn(CC(=O)N3CCCCC3C)c(=O)c2c1C (stereo not given),-1%,-2%,20%,0,-1%,-4,-5,13,-8%,0%
